# Screening data: PubChem BioAssay, several laboratories
# IL1B NFkB pot = enhancers of NFkB p65 translocation in HUVEC – imaging, IL-1B stimulus, high-content imaging, primary screen; HUVEC IL-1B NFkB p65 nuclear translocation imaging; activation, % at 2 µM; actives 0.3% (n = 94,000); AID 819, 2007;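 active = activation above 40%, about the mean plus 3 SD, also judged a hit on visual image review; inconclusive = activation above 40% but not a hit on visual review; inactive = activation not above 40% and no visual hit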;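 also: percent activation is computed from the nuclear over cytoplasmic p65 intensity ratio; values of inactives mirror those of a sister screen read the other way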
# NFkB transloc inh = inhibitors of IL-1B driven NFkB p65 nuclear import, primary screen, imaging, HUVEC, IL-1B stimulus, high-content imaging; HUVEC IL-1B NFkB p65 nuclear translocation imaging; inhibition, % at 2 µM; actives 0.43% (n = 94,000); AID 796, 2007;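 active = inhibition above about 30% together with a positive call from visual inspection of the well image, limit read from the data; inconclusive = inhibition above a set limit but visual check negative; inactive = inhibition not above a set limit, visual check negative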;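 also: nuclear over cytoplasmic p65 intensity ratio measured by imaging; 0% = IL-1B stimulated DMSO wells and 100% = unstimulated DMSO wells; values of inactives mirror those of a sister screen read the other way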
# Bcl-B displacement = displacers of TR3 peptide from Bcl-B, primary screen, selectivity assay for Bfl-1 inhibitor project, biochemical, fluorescence polarization. Bcl-2-like protein 10 (Homo sapiens). FP displacement of FITC-TR3 peptide from Bcl-B; higher % means a stronger effect. one-dose displacement, % at 20 µM; IC50 in µM for titrated hits. actives 0.11% (n = 96,000). AID 748, 2007;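 active = displacement above 50% at 20 µM plus a fluorescence interference ratio under 1.5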;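 also: plate controls were wells without compound for no effect and wells lacking Bcl-B protein for full effect; a part of the inactive calls stands beside numbers as strong as those of hits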
# PLAP inhibitors HTS = PLAP enzyme inhibitors, biochemical, luminescence, HTS (AID 690). Alkaline phosphatase, placental type (Homo sapiens). purified PLAP, luminescent substrate; higher % means a stronger effect. inhibition, % at 20 µM, or IC50 in µM where a hit was titrated. actives 0.08% (n = 96,000); in the data active = a potency from the dose series; inactive = the rest, 99 in 100 with inhibition below about 30%; also: strong numbers were not always called active
# MRP resist rev = reversal of MRP1-mediated doxorubicin resistance, primary screen, H69AR cells, doxorubicin co-treatment | actives 0.04% (n = 85,000) | differential viability (reversal), % at 10 µM | H69AR cells + 2 uM doxorubicin, CellTiter-Glo, 72 h;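 active = viability drop by adding the cancer drug above about 55%, with treated viability meeting a 40% cutoff, limit read from the data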;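 also: viability without doxorubicin minus viability with 2 µM doxorubicin for each compound; larger differential means the compound sensitizes cells more to doxorubicin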
# MRP resist rev cytotoxicity = recorded beside MRP resist rev, whose call it bears; viability, %; H69AR cells, CellTiter-Glo, 72 h; measured here: cytotoxicity without doxorubicin
# MRP resist rev with doxorubicin = further read-out of MRP resist rev, marked with its call; viability, %; measured here: viability with 2 uM doxorubicin; hits give low values
# NFkB transloc inh cell count 2 µM = also measured in NFkB transloc inh; calls as there; cell count; measured here: cells passing quality filter;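 raw number of nuclei counted in each imaged well without normalization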
# IL1B NFkB pot cell count 2 µM = second read-out of IL1B NFkB pot, no call of its own (marks repeat the call); cell count; measured here: cells passing quality filter
# * hit, by the source's call; ? = inconclusive; nt = no result given. The list is partial; count on the stated rates, not on these rows.
SMILES,IL1B NFkB pot,IL1B NFkB pot cell count 2 µM,NFkB transloc inh,NFkB transloc inh cell count 2 µM,Bcl-B displacement,PLAP inhibitors HTS,MRP resist rev,MRP resist rev cytotoxicity,MRP resist rev with doxorubicin
N#CC1=C(N)NC(SCc2ccc(Br)cc2)=C(C#N)C12CCCCC2,1,99,-2,99,nt,nt,-6,59,65
CCC(=O)Oc1ccc(C/C(=N\O)c2ccc(O)cc2O)o1,9,93,-9,93,8%,-22%,-24,16,40
Cn1cccc1/C=N/n1c(-c2ccc(Cl)cc2Cl)n[nH]c1=S,1,130,-1,130,2%,-17%,nt,nt,nt
S=C(Nc1cccc(Cl)c1)Nc1ccccc1Oc1ccccc1,8,138,-8,138,4%,25%,nt,nt,nt
CC(=O)Nc1nc(C=C(Cl)Cl)cs1,nt,nt,nt,nt,3%,1%,9,81,72
Cc1ccc(N(CC(=O)NC(C)c2ccccc2)S(=O)(=O)c2cccs2)cc1 (stereo not given),7,130,-7,130,15%,22%,25,97,72
O=C(Cc1csc(Nc2nc(=S)[nH]c3ccccc23)n1)NCc1cccc(Cl)c1,5,140,-5,140,-8%,-3%,nt,nt,nt
Cc1cccc2nc(CSCc3ccco3)cn12,-6,103,6,103,40%,-23%,-2,86,88
CCOc1ccc(NC(=O)CN2CCC(NC(=O)C3CCCCC3)CC2)cc1,nt,nt,nt,nt,-1%,-9%,16,101,84
CCC(C)n1c(SCC(=O)NCc2ccco2)nnc1-c1cccc(S(=O)(=O)N2CCOCC2)c1 (stereo not given),-5,205,5,205,7%,-40%,3,92,89
C/C(=N\NC(=O)c1c(Cl)cnn1C)c1cccc(NC(=O)COc2ccccc2)c1,16,183,-16,183,-8%,-22%,nt,nt,nt
CCOc1ccc(Nc2nc(Cc3nnc(SCC(=O)NCC4CCCO4)n3C)cs2)cc1 (stereo not given),-1,202,1,202,20%,-43%,3,91,89
COc1cccc(-c2nn(C)c3sc(C(=O)N4CCN(c5ccccn5)CC4)cc23)c1,nt,nt,nt,nt,-10%,-35%,nt,nt,nt
c1ccc(-c2nc(-n3ccnc3)nc(-n3ccnc3)n2)cc1,nt,nt,nt,nt,12%,-54%,28,50,22
COCCn1c(-c2ccc(Cl)cc2)cnc1SCC(=O)NCc1cccs1,22,198,-22,198,-8%,-78%,-6,66,72
COc1ccc(OC)c(NC(=O)CNC(=O)Cn2cnc3ccccc3c2=O)c1,nt,nt,nt,nt,0%,14%,3,91,88
Cc1cc(Cl)ccc1Oc1nccc(N(C)C)c1C#N,1,106,-1,106,-2%,-10%,nt,nt,nt
O=C(N/N=C/c1ccc(-c2cccc(C(F)(F)F)c2)o1)c1ccccc1Br,2,171,-2,171,8%,16%,nt,nt,nt
CC(C)NC(=O)c1ccccc1-c1nc(-c2ccccc2Cl)no1,11,110,-11,110,-2%,3%,6,85,78
CC(=O)N(CN1C(=O)c2ccccc2C1=O)c1ccccc1,nt,nt,nt,nt,-4%,4%,1,82,81
O=C(O)c1cscn1,-13,79,13,79,-5%,2%,14,92,78
COc1cccc(C2=NOC(C(=O)NC(C)C)C2)c1 (stereo not given),-5,122,5,122,2%,-5%,12,99,87
N#CCCn1nc(-c2ccccc2)cc1-n1c(C(F)(F)F)nc2ccccc21,25,131,-25,131,7%,-35%,9,92,83
O=C(CNS(=O)(=O)c1ccc(Br)s1)NCC1COc2ccccc2O1 (stereo not given),-2,155,2,155,-8%,-11%,2,80,78
CCC(=O)Nc1nc2ccccc2n1CCN(C)C,9,148,-9,148,6%,-13%,3,97,94

# An excerpt of these results, with values under each structure.
# Results follow in this order: IL1B NFkB pot, IL1B NFkB pot cell count 2 µM, NFkB transloc inh, NFkB transloc inh cell count 2 µM, Bcl-B displacement, PLAP inhibitors HTS, MRP resist rev, MRP resist rev cytotoxicity, MRP resist rev with doxorubicin
> CC(=O)N(CN1C(=O)c2ccccc2C1=O)c1ccccc1
→ nt, nt, nt, nt, -4%, 4%, 1, 82, 81
> CC(C)NC(=O)c1ccccc1-c1nc(-c2ccccc2Cl)no1
→ 11, 110, -11, 110, -2%, 3%, 6, 85, 78
> S=C(Nc1cccc(Cl)c1)Nc1ccccc1Oc1ccccc1
→ 8, 138, -8, 138, 4%, 25%, nt, nt, nt

# Later entries
SMILES,IL1B NFkB pot,IL1B NFkB pot cell count 2 µM,NFkB transloc inh,NFkB transloc inh cell count 2 µM,Bcl-B displacement,PLAP inhibitors HTS,MRP resist rev,MRP resist rev cytotoxicity,MRP resist rev with doxorubicin
COc1cc(/C=N\NC(=O)C2C(=O)NCC2c2ccccc2)cc(OC)c1O (stereo not given),4,161,-4,161,4%,-5%,nt,nt,nt
CCCNC(=O)C(=O)Nc1ccc(N(C)C)cc1,0,112,0,112,nt,nt,10,93,83
CCOC(=O)c1ccccc1N/C=C1\CCCCC1=O,9,174,-9,174,1%,9%,6,93,87
Cc1nc2ccccc2c2oc(C(=O)Nc3ccc4c(c3)OCCO4)cc12,-1,185,1,185,-5%,14%,17,95,78
CC(=O)C1=C(O)C(=O)N(CCN(C)C)C1c1ccc(Cl)cc1 (stereo not given),0,192,0,192,11%,5%,-3,97,100
CC(C)C(=O)N1CCN(C2=NS(=O)(=O)c3ccccc32)CC1,5,147,-5,147,-6%,8%,1,86,85
C=CCn1c(Cc2cccs2)nnc1SC/C=C/c1ccccc1,20,190,-20,190,-14%,-5%,15,88,72
Cc1cccc(-n2c(Cn3nc(C)c([N+](=O)[O-])c3C)n[nH]c2=S)c1,-8,175,8,175,-20%,-6%,2,92,90
Cc1ccc(Sc2cc(N3CCOCC3)nc(-c3ccccc3)n2)cc1,19,169,-19,169,-3%,-6%,nt,nt,nt
CS(=O)(=O)N1Cc2ccccc2CC1C(=O)Nc1ccccc1C(N)=O (stereo not given),-11,157,11,157,-5%,0%,nt,nt,nt
CCOC(=O)C(Cc1ccc(NC(=O)/C(=C/c2ccc(OC(C)=O)cc2)NC(C)=O)cc1)N1C(=O)c2ccccc2C1=O (stereo not given),-2,195,2,195,-3%,-42%,nt,nt,nt
Cc1nc2sc3c(c2c(=O)o1)CCCC3,15,113,-15,113,13%,-28%,-26,87,112
O=C1C2CCCN2C(c2cccc(F)c2)N1c1cccc(Cl)c1 (stereo not given),-15,146,15,146,-3%,-23%,8,102,94
Cc1ccc(SCCNS(C)(=O)=O)cc1,4,163,-4,163,-7%,-20%,-13,104,117
CCOC(=O)c1ccc(-c2cccc(C(F)(F)F)c2)nc1C,15,144,-15,144,-14%,4%,nt,nt,nt
COc1ccc(C(=O)NC2=C(C#N)CCC2)cc1OC,7,143,-7,143,5%,12%,4,99,95
O=C(c1ccco1)N(CC1CCCO1)c1nc(-c2ccccc2)cs1 (stereo not given),-1,173,1,173,-73%,-48%,-33,44,77
CC(=Nc1cccc(O)c1)c1sc2ccccc2c1O,-53,74,53*,74*,112%,20%,-31,46,78
Cc1cc(C)cc(Nc2ncc3c(n2)CCCC3=O)c1,6,116,-6,116,1%,4%,-1,85,87
CCOC(=O)c1cc(C)n(Cc2ccc(OCC)c(OC)c2)c1C,19,60,-19,60,1%,-90%,13,89,76
CCN(CC)C(=O)C(C)OC(=O)COc1ccc(Cl)cc1C (stereo not given),15,144,-15,144,0%,-8%,8,96,88
CCOC(=O)c1ccc(N2C(=O)C3C(C2=O)C(C(=O)c2ccc(Cl)cc2)N2CCCC32)cc1 (stereo not given),?,nt,-57,200,-22%,-64%,-1,90,91
CCC(Sc1nc2ccc(N)cc2s1)C(=O)Nc1nccs1 (stereo not given),30,197,-30,197,2%,-31%,-12,58,70
CCCC(=O)Nc1ccc(C(=O)Nc2nc(CC(=O)OCC)cs2)cc1,5,138,-5,138,-15%,3%,-15,90,106
CCOc1ccc(C)cc1S(=O)(=O)Nc1ccc(Cl)cn1,-1,148,1,148,2%,-17%,-9,89,98

# Other compounds
SMILES,IL1B NFkB pot,IL1B NFkB pot cell count 2 µM,NFkB transloc inh,NFkB transloc inh cell count 2 µM,Bcl-B displacement,PLAP inhibitors HTS,MRP resist rev,MRP resist rev cytotoxicity,MRP resist rev with doxorubicin
CCn1c(=O)c2c(nc3n2CCS3)n(C)c1=O,-15,126,15,126,0%,8%,nt,nt,nt
CC(C)(C)C(=O)Nc1nc2c(s1)COc1ccccc1-2,-12,45,12,45,5%,9%,2,76,74
Cc1ccc(S(=O)(=O)Oc2ccc(/C=N/NC(=O)c3c(Cl)cnn3C)cc2)cc1,10,121,-10,121,nt,nt,-3,79,82
CCOc1ccc(C(=O)Nc2ccc(S(=O)(=O)N3CCOCC3)cc2)cc1OCC,nt,nt,nt,nt,1%,-60%,-19,55,74
COc1cccc(N=c2oc3ccccc3cc2-c2nc3ccccc3[nH]2)c1,12,159,-12,159,-11%,-1%,nt,nt,nt
COc1cc(OC)c(-c2nc3cnccc3n2C)cc1OC,17,65,-17,65,7%,-18%,2,99,97
COc1ccc(CN2C(=O)[C@@H]3C(c4ccc(F)cc4)=NO[C@@H]3C2=O)cc1,-4,136,4,136,0%,3%,-12,94,105
Cc1cc(-c2nn3c(-c4ccccc4)nnc3s2)c2ccccc2n1,18,104,-18,104,1%,4%,10,77,67
CCSc1nc2c([nH]c3ccccc32)c(=O)n1C,-15,140,15,140,-13%,6%,-7,88,96
CCCNC(=O)Cn1cnc2sc(C(=O)Nc3cc(OC)c(OC)c(OC)c3)c(C)c2c1=O,12,76,-12,76,12%,-20%,12,88,77
O=C(CN1c2cccc3cccc(c23)S1(=O)=O)N1CCOCC1,nt,nt,nt,nt,-4%,-8%,12,97,85
CCOC(=O)N1CCN(C(=O)c2ccc3nc(C)sc3c2)CC1,-4,139,4,139,-8%,-3%,-8,80,88
CC(C)CN(CC(C)C)S(=O)(=O)c1cc([N+](=O)[O-])ccc1N1CCCCCC1,3,128,-3,128,-4%,0%,nt,nt,nt
O=C(c1cccs1)N1CCn2c1nc1ccccc12,1,134,-1,134,0%,0%,-5,76,80
Cc1ccc(C2NC(=O)Cc3ccccc32)cc1 (stereo not given),14,213,-14,213,-5%,-26%,-2,90,92
CSc1ccccc1NC(=O)CSCc1ccccc1Br,6,140,-6,140,-2%,12%,nt,nt,nt
O=C1/C(=C\Nc2ccc(Cl)cc2)CCN1c1ncccn1,4,150,-4,150,-4%,8%,nt,nt,nt
CC(CN1CCN(C)CC1)OC(=O)c1ccc(Cl)cc1Cl (stereo not given),1,178,-1,178,-2%,-26%,1,107,106
Cc1ccc(SCC(=O)c2sc(-c3ccccc3)nc2C)cc1,-2,112,2,112,-1%,-29%,nt,nt,nt
CC(=O)C1=NN(c2ccccc2)C2(S1)S/C(=C\c1ccccc1)C(=O)N2c1ccccc1 (stereo not given),-4,200,4,200,1%,-14%,nt,nt,nt
Cc1ccc(NC(=O)CCn2nc(C)cc2C)cc1,nt,nt,nt,nt,-4%,-5%,9,96,87
Cc1ccc(S(=O)(=O)Cc2ccc(C(=O)NCCCN3CCCC3=O)o2)cc1,-10,213,10,213,-4%,-2%,-20,65,85
CCC(CC)C(=O)Nc1nc(-c2ccc3c(c2)CCN3C(=O)C2CC2)c(C)s1,7,153,-7,153,0%,-29%,nt,nt,nt
COC(=O)c1cc2nc(-c3ccc(OC)cc3)cc(C(F)(F)F)n2n1,-4,129,4,129,-5%,12%,11,102,91
CCCN1C2=C(C(=O)CC(C)(C)C2)C(c2ccc(F)cc2)C2=C1c1ccccc1C2=O (stereo not given),11,163,-11,163,-5%,9%,43,70,27
O=C(Oc1ccccc1)Oc1ccc2c(c1)oc(=O)c1ccccc12,9,170,-9,170,-17%,-5%,nt,nt,nt
CCS(=O)(=O)N1CCCC(C(=O)NCCCOC(C)C)C1 (stereo not given),2,105,-2,105,-2%,12%,4,97,94
Cc1ccccc1CSc1nccn1-c1ccccc1,9,150,-9,150,-6%,19%,nt,nt,nt
Cc1ccc(C)c(OCC(=O)O/N=C(\N)c2ccccn2)c1,-9,170,8,170,7%,-2%,16,100,84
CCOC(=O)c1cc2sc(C)cc2n1CC(=O)NCCc1ccccc1,-13,153,12,153,10%,9%,-5,27,32
